# Screens from PubChem.
# BoNT A protease – inhibitors of Botulinum neurotoxin A light chain protease; inhibition, % at 10 µM; 360,000 compounds, 0.17% hits; multiplex microsphere protease substrate cleavage, flow cytometry; note: plate controls were buffer without enzyme for full effect and enzyme alone for no effect
# Rv3671c protease – Rv3671c (M. tuberculosis) protease inhibition. 320,000 compounds, 0.048% hits. AID 2606. inhibition, % at 5.96 µM; in the data active = inhibition above about 38%;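 note: extracellular domain of Rv3671c used as enzyme; 0% = enzyme with DMSO and 100% = no enzyme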
# 3CLpro inhibitor – SARS-CoV 3CLpro protease inhibition. inhibition, % at 6 µM. 290,000 compounds, 0.14% hits. recombinant SARS-CoV 3CLpro, quenched FRET peptide cleavage; in the data active = inhibition above about 12%
# MazEF act – MazEF (E. coli) toxin RNase activation; FAM/BHQ RNA-DNA oligo cleavage fluorescence, 5 h; 350,000 compounds, 0.32% hits; AID 504720; activation, % at 20 µM; in the data active = activation above about 50%
# Target sequence (P0AE70 whole entry, looked up): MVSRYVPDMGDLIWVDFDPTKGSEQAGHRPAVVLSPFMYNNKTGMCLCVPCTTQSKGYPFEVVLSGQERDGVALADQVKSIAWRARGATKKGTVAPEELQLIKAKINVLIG
# CCHFV vOTU inh – CCHFV vOTU protease inhibition. Pep-AMC fluorescence. inhibition, % at 11.5 µM. 370,000 compounds, 0.55% hits. AID 651958; in the data active = inhibition above about 30%; note: 0% = vehicle wells with enzyme and 100% = no enzyme wells
# Anthrax LF inh2 – blocks Bacillus anthracis lethal factor protease. P15917. multiplex microsphere protease cleavage assay, LF. inhibition, % at 10 µM. 360,000 compounds, 0.12% hits. AID 588501; note: plate controls were buffer without enzyme for full effect and enzyme alone for no effect
# Target sequence (P15917 whole entry, looked up): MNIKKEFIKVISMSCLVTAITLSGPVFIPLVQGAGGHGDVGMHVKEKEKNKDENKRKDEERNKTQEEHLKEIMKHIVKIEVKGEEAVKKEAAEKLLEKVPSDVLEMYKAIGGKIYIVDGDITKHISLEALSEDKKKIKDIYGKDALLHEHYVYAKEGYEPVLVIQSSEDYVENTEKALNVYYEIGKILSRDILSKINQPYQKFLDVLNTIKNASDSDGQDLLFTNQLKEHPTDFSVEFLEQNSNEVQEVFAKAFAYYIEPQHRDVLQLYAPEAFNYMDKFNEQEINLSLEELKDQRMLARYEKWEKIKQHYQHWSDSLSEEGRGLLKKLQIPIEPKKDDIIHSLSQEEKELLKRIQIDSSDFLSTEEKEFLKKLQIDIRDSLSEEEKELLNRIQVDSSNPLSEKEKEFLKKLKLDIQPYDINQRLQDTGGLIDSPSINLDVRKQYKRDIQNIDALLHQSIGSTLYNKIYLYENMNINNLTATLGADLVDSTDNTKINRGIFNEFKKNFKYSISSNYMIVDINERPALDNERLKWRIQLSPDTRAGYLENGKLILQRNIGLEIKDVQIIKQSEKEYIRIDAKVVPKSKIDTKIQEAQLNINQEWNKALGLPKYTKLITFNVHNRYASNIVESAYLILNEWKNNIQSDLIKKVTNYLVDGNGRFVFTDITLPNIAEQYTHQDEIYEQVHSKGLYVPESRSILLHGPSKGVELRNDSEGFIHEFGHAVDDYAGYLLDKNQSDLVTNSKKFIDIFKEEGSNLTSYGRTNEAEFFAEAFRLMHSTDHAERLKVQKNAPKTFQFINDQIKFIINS
# DUSP3 inh – DUSP3 (human) phosphatase inhibition. 290,000 compounds, 0.52% hits. inhibition, % at 13.3 µM. recombinant VHR phosphatase, pNPP absorbance. P51452; in the data active = inhibition above about 50%; note: some compounds called inactive have numbers as strong as hits
# Target sequence (P51452 whole entry, looked up): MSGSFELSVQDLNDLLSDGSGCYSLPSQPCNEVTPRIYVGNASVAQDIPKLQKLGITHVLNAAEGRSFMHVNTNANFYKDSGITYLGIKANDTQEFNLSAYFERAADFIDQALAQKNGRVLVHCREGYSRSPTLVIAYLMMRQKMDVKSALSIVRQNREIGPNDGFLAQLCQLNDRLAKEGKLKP
# SSB-PriA inh – K. pneumoniae PriA-SSBct interaction inhibition; AlphaScreen SSBct-PriA binding, biotinylated peptide; inhibition, % at 33 µM; 430,000 compounds, 0.6% hits; AID 1272365; in the data active = inhibition mostly above about 37%, no sharp cut-off; inactive = mostly below about 20%;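 note: plate controls were negative control peptide for no effect and reference peptide for full effect; strong numbers were not always called active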
# BoNT F protease – inhibitors of Botulinum neurotoxin F light chain protease | inhibition, % at 10 µM | AID 588497 | Multiplex microsphere protease cleavage assay, flow cytometry | 360,000 compounds, 0.22% hits; in the data active = inhibition above about 35%, passing the limit was not always enough; inconclusive = no clear call, values can overlap the other calls; note: plate controls were buffer without enzyme for full effect and enzyme alone for no effect
# PrPC TRFRET – cell surface PrPC inhibition, primary TR-FRET screen; 370,000 compounds, 0.43% hits; inhibition, % at 13.8 µM; AID 720596; TR-FRET read-out; P04156; in the data active = inhibition above about 24%; note: 0% = median of the test wells and 100% = reference compound wells
# Active calls of the source: *; ? = inconclusive; / = not tested or not shown; & = joins results of further samples. Cut-off read from the data, not from the text of the source, unless noted: active = inhibition above about 30%; inconclusive = no clear call, values can overlap the other calls; inactive = below that. Only part of the results is shown; count on the stated rates, not on these rows.
SMILES,BoNT A protease,Rv3671c protease,3CLpro inhibitor,MazEF act,CCHFV vOTU inh,Anthrax LF inh2,DUSP3 inh,SSB-PriA inh,BoNT F protease,PrPC TRFRET
CC(CNC(=O)CN1C(=O)COc2ccc(S(=O)(=O)N3CCCCC3)cc21)c1ccccc1 (centres undefined),1.1,3,5,-1,8,1,7,0,4,12
CCN1CCN(C(=O)c2ccc(Cl)c(S(=O)(=O)N3CCCCC3)c2)CC1,-0.8,-2,-2,-4,-4,2,-2,-5,-1,-1
COc1ccc(CNC(=O)CC2C[C@H](C(=O)N3CCCCC3)[C@@]3(C)c4[nH]c5ccccc5c4CCN3C2=O)cc1OC (some centres undefined),-0.2,4,/,-1,-4,-7,/,-1,1,-13
COc1ccccc1Nc1nc(Cl)nc(Nc2ccccc2OC)n1,-0.3,-8,2,-18,5,-6,16,-2,-2,-1
Cc1occc1-c1nnc(SCC(=O)Nc2ccccc2N2CCCCC2)n1C,-0.8,-19,-3,-3,17,-1,10,2,4,10
O=C(CN1C(=O)C(=O)N(Cc2ccco2)C1=O)c1c[nH]c2ccccc12,9.3,2,-3,2,8,6,44,-5,-6,7
COc1ccccc1C(=O)NC(=O)COC(=O)Cc1ccc(F)cc1,-0.5,5,/,-4,5,-4,/,-4,6,-4
CCN(CC)CCNC(=O)C1(O)c2cc(Br)ccc2NC(=O)N1c1ccccc1 (centres undefined),-1.4,-3,-3,3,8,2,/,-2,-17,4
COc1ccc(OC)c(NC(=O)COC(=O)/C=C/c2ccc(Cl)cc2)c1,-0.2,-1,-2,-2,5,2,0,3,-8,-2
Cc1cc2ccccc2c(=O)n1CC(=O)NCC1COc2ccccc2O1 (centres undefined),0.1,-8,-4,0,5,4,19,6,4,5
Cc1cccc(N=N/C(=C\O)C(=O)c2cccs2)c1,-0.3,1,3,3,4,-8,6,/,-8,6
CCOC(=O)c1c(S(=O)(=O)NCC(=O)Nc2ccccc2)c(C)n(C)c1C,-0.7,3,-3,-2,-5,-2,-31,-12,4,4
COc1ccccc1CNC(=O)CCCn1nc(C)c2c(C)n(-c3ccc(C)cc3)nc2c1=O,/,-14,-3,7,11,/,11,-11,/,0
CN(C)/C=C/C(=O)c1ccc2noc(-c3cccc(F)c3)c2c1,10,-34,3,-11,-13,1,-1,-5,7,0
CCOC(=O)N1CCN(S(=O)(=O)c2ccc(OC)cc2)CC1,-1.7,0,2,14,-2,-6,-4,5,?,11
Cc1cc(C)c(S(=O)(=O)Nc2nnc(CC(C)C)s2)c(C)c1,0.7,0,6,3,30*,11,6,-3,3,6
COC(=O)C1CCCCN1C(=O)c1cc(COc2cccc3cccnc23)on1 (centres undefined),5.2,3,-4,5,4,-3,-4,2,-5,3
CN(C)CCCN(C(=O)COc1ccc(Cl)cc1)c1nc2cc3c(cc2s1)OCO3,/,2,-3,50,8,/,24,18,/,-8
CSCCC(c1nnnn1-c1ccc2c(c1)OCCO2)N1CCC(n2c(=O)[nH]c3ccccc32)CC1 (centres undefined),-1.2,/,/,/,18,0,/,/,-7,-2
COc1ccccc1NS(=O)(=O)c1ccc(C(=O)NCCCN2CCCC2=O)cc1,-1.1,3,/,5,3,3,/,-16,-2,4
CN(C)CCCNc1ncnc2oc(-c3ccccc3)c(-c3ccccc3)c12,-0.8,-8,-2,24,-8,17,2,1,-8,-11
COc1ccc(CCC(=O)N2CCCC(Nc3ccc(OC)cc3)C2)cc1 (centres undefined),0.2,-3,-5,-1,7,-1,13,10,-1,-3
O=S1(=O)CC(N2CCN(CCO)CC2)CN1Cc1cn(Cc2cccc(C(F)(F)F)c2)nn1 (centres undefined),-0.1,/,/,/,4,4,/,/,-1,-1
Clc1ccc(-c2nnc(Sc3nc4ccccc4o3)c3ccccc23)cc1,0.2,-10,2,-4,-4,-1,-14,0,-5,1
C=CCNC(=S)N/N=C(\C)c1cccc(OC)c1,-1.0,1,-5,1,9,-4,17,/,-8,4

# Next section; it opens with the 3 that closed the last part.
SMILES,BoNT A protease,Rv3671c protease,3CLpro inhibitor,MazEF act,CCHFV vOTU inh,Anthrax LF inh2,DUSP3 inh,SSB-PriA inh,BoNT F protease,PrPC TRFRET
O=S1(=O)CC(N2CCN(CCO)CC2)CN1Cc1cn(Cc2cccc(C(F)(F)F)c2)nn1 (centres undefined),-0.1,/,/,/,4,4,/,/,-1,-1
Clc1ccc(-c2nnc(Sc3nc4ccccc4o3)c3ccccc23)cc1,0.2,-10,2,-4,-4,-1,-14,0,-5,1
C=CCNC(=S)N/N=C(\C)c1cccc(OC)c1,-1.0,1,-5,1,9,-4,17,/,-8,4
CC(C)CN(C(=O)c1cc(Cl)nc2ccccc12)c1c(N)n(Cc2ccccc2)c(=O)[nH]c1=O,0.3,-5,/,-15,-5,-4,/,8,-7,-4
CC(=O)Nc1cc(C(=O)CSc2nnc(C3CC3)n2C2CC2)ccc1O,6.9,-2,/,3,4,0,/,-4,?,-3
CCN(CC)CCOc1ccc2nc(N(C)C)sc2c1,0.0,-2,-1,-11,5,4,8,-10,-8,-1
CCC(=O)c1ccc(OC(=O)c2cccs2)cc1,0.4,0,-1,4,3,-1,/,-8,-3,-5
O=C1CN(C(=O)C2CCCC2)CCN1,-0.2,-4,1,3,-2,-3,5,-8&-10,2,-5
Cn1c(CC(=O)Nc2ccccc2)n[nH]c1=S,-1.0,5,1,13,-17,-4,-5,-12,5,3
CCCc1cc(CN(C)C(=O)c2ccc(OC3CCN(C(C)=O)CC3)c(OC)c2)[nH]n1,-0.1,/,/,3,9,-7,/,/,-1,-5
COc1ccc(C(=O)Nc2ccccc2C(=O)N2CCOCC2)cc1OC,-1.0,8,2,7,15,-2,-14,-8,-19,3
COc1ccc(C(=O)NC2CCN(C(=S)Nc3cccc(C)c3C)CC2)cc1,-0.2,-1,8,22,3,0,45,-7,3,3
O=C(Nc1nnc(/N=C/c2ccco2)s1)c1ccc(F)cc1,0.1,-9,0,4,-3,6,29,/,-4,0
CC(C(=O)N1CCCCCC1)c1ccc([N+](=O)[O-])cc1 (centres undefined),0.4,8,2,6,-6,-1,26,9,-4,-11
O=C(NCc1nnc(SCC(=O)N2CCCCC2)o1)c1c(F)cccc1Cl,-0.8,0,-4,-1,16,-1,6,7,-2,-4
CC(C)(C)NC(=O)C[C@H]1C[C@H](C(=O)N2CCCCC2)[C@@]2(C)c3[nH]c4ccc(Cl)cc4c3CCN2C1=O,-0.3,/,/,1,7,6,/,-17,-5,-4
C=CCn1c(CCNC(=O)c2ccc(Cl)c(Cl)c2)nnc1SCCOc1ccc(OC)cc1,?,-5,2,-2,/,0,22,12,-3,/
Cc1cc(O)cc(O)c1C(=O)Cc1cnn(-c2ccccc2)c1,-0.8,-9,3,-1,6,-3,20,2,-8,5
Cc1ccccc1-n1c(C)cc(/C=C2\NC(=O)NC2=O)c1C,-2.9,-1,4,5,15,-5,18,13,-9,5
Cc1occc1C(=O)Nc1c(F)c(F)c(F)c(F)c1F,0.3,0,-2,8,11,0,20,-2,?,-6
CN(C)C(=O)COC(=O)c1cccnc1Nc1ccccc1F,-0.2,6,1,5,1,-2,8,-7,1,-6
Cc1ccccc1C(=O)N1CCC(C(=O)Nc2ccc(C)c(S(=O)(=O)N3CCCCC3)c2)CC1,-3.0,3,/,10,13,-1,/,-26,-6,4
Cc1ccc(S(=O)(=O)N2CCN(c3ccc(C(=O)N4CCOCC4)cc3[N+](=O)[O-])CC2)cc1,1.2,1,2,6,-9,-3,5,3,1,-16
COc1ccc(-c2cc(CNC(=O)CN3CCN(C)CC3)on2)cc1,-0.4,-2,-7,4,-10,-1,-11,-9,-7,3
COc1ccc(N2C(=O)CC2(C#N)c2ccc(OCc3ccccc3)cc2)cc1 (centres undefined),-0.4,-4,1,3,-23,-3,-11,-2,-1,-3
Cc1ccccc1OCCn1cc(C=O)c2ccccc21,-0.4,-8,-1,-3,5,6,-1,-7,?,15
Cn1nc(Cc2cccc3ccccc23)c(C#N)c1N,0.2,4,/,-4,2,1,/,-9,0,2
COc1ccc(Cl)cc1NC(=O)CSc1sc2c(O)cc(=O)[nH]c2c1C#N,-1.8,-3,0,8,6,-8,32,-9,2,5
# (listing goes on)
SMILES,BoNT A protease,Rv3671c protease,3CLpro inhibitor,MazEF act,CCHFV vOTU inh,Anthrax LF inh2,DUSP3 inh,SSB-PriA inh,BoNT F protease,PrPC TRFRET
COc1cc(OC)cc(N2C(=O)CC(N3CCC(C(=O)N4CCCCC4)CC3)C2=O)c1 (centres undefined),-3.0,/,0,3,15,-1,-4,-7,2,-5
COc1ccc(-c2nc(=S)c3c([nH]2)Oc2ccc(C)cc2C3)cc1O,-0.7,11,-3,3,-14,0,0,-11,0,4
CCN(CC)S(=O)(=O)c1ccc(Cl)c(NC(=O)c2ccncc2)c1,-0.2,2,1,-1,12,-6,-5,-7,-4,1
O=c1c2ccccc2c(C=NCc2ccccn2)c(O)n1-c1ccccc1,-0.1,-13,2,162*,10,0,8,-3,-10,6
O=C(NC1CCCCC1)C(c1ccco1)N(Cc1cccs1)C(=O)Cn1nnc2ccccc21 (centres undefined),0.2,3,-2,-6,-16,-3,-21,-1,-4,-2
COc1ccccc1C(=O)COC(=O)CN1C(=O)C2CC=CCC2C1=O (centres undefined),1.6,-5,/,1,-4,5,/,-7,-2,-6
COCC(=O)Nc1ccc(N2CCCC2)c(S(=O)(=O)Nc2ccccc2OC)c1,-0.5,3,/,2,0,-2,/,-16,-3,4
CN(C(=O)C1CCCCN1S(=O)(=O)c1ccccc1)c1ccccc1 (centres undefined),0.1,0,/,4,8,3,/,-15,-5,3
COc1ccc(N=N/C(C(C)=O)=C(/C)O)cc1,-0.1,2,-3,5,-10,3,22,/,0,-7
O=C(COc1ccc(Cl)cc1)NCc1nnc(SCC(=O)N2CCCCC2)o1,0.0,2,8,0,4,-2,4,-15,-5,0
CN1CCN(CCCNC(=O)c2cc3c(-c4ccc(Cl)cc4)nn(C)c3s2)CC1,-0.2,-17,-4,5,-1,-5,2,1,-10,-10
CCOC(CNC(=O)C(=O)Nc1cc2c3c(c1)CCC(=O)N3CCC2)OCC,1.1,-3,-1,-4,-7,-3,-4,5,1,2
O=C1NC(=S)NC(=O)C1Cc1ccccc1,-0.3,/,/,5,-5,-7,/,-4,-8,3
Cc1ccc(C(=O)NC2CCN(S(=O)(=O)c3ccc(C)cc3)CC2)cc1,-0.4,-4,-2,3,-3,2,16,-7,0,-2
CN1CCN(C(=O)/C=C/c2ccc([N+](=O)[O-])cc2)CC1,-0.4,9,-3,-1,-8,1,-4,-4,-1,-57
Nc1nc(SCc2cccc([N+](=O)[O-])c2)n[nH]1,-3.0,3,2,13,10,11,45,5,-24,-13
NC(=O)CC(NC(=O)Cc1ccc(Cl)cc1)c1ccc(NC2CCCCC2)c([N+](=O)[O-])c1 (centres undefined),-0.8,7,/,4,20,4,15,-6,-5,-1
C[n+]1cn(Cc2ccc(C#N)cc2)c2ccccc21,-0.4,-1,-3,4,0,13,53*,9,10,5
CCOC(=O)[C@]12Cc3c(cc(OC)c(OC)c3OC)[C@H]1N(C)C(=O)c1ccccc12,-0.4,/,/,/,-5,-7,/,/,-6,5
O=C1Nc2ccccc2SC1=Cc1ccccc1,-0.1,/,/,-25,1,-4,/,/,-4,6
CCc1nc2ccccc2c(NC(=O)CN2CC(C)CC(C)C2)c1C (centres undefined),0.1,-5,3,6,5,4,21,-9,-9,-2
COc1ccccc1N1CC(C(=O)Nc2ccccc2N2CCCC2)CC1=O (centres undefined),0.4,3,/,-1,24,-6,/,-3,6,9
O=C(CN(c1ccccc1)S(=O)(=O)c1ccc(Cl)cc1)Nc1cccnc1,1.4,5,3,1,2,6,36,5,-4,6
Cc1c(=O)n(OCc2ccccn2)c2ccccc2[n+]1[O-],0.0,-3,-2,-5,5,-2,9,8,5,-20
CC(C)c1ccc(N2C(=O)CC(=O)NC2=O)cc1,-3.4,-7,-1,-33,6,-4,-1,-7,-7,-7
O=C(NC(=S)Nc1ccc(N2CCOCC2)cc1)c1cccc(Cl)c1Cl,-1.6,/,3,12,22,-4,18,-9,7,-4
